Source: PubChem BioAssay
cardiac RTF act: cardiac RTF calcium sensitization; IANBD-labeled TnC RTF fluorescence at EC20 calcium; 0% EC20 calcium, 100% full calcium; activation, % at 7.2 µM; 340,000 compounds, 0.24% hits;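 active means activation above the mean over all tested compounds plus 3 SD, cut at about 30% in these data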;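 further: rise in fluorescence read as greater calcium sensitivity of cardiac thin filaments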
LANA DNA inh: blocks KSHV LANA C-terminal domain binding to DNA; MBP-C-LANA/FAM-LBS DNA binding, fluorescence polarization; inhibition, % at 9 µM; 340,000 compounds, 0.078% hits; AID 504423;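 active means highest replicate inhibition at or above 60% at 9 µM, even if other replicates fall short; inactive means all replicates below 60% inhibition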;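 further: 0% = neutral control wells and 100% = 4 µM acridine orange control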
RTF Ca sens inh: cardiac RTF calcium desensitization. P19429+P45379. IANBD-labeled cardiac RTF, Ca2+ fluorescence. inhibition, % at 7.15 µM. 340,000 compounds, 0.12% hits;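 active means inhibition above the mean inhibition of all tested compounds plus 3 SD, cut at about 17% in these data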;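 further: assay run at fixed EC70 calcium of 1.6 mM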
CDK5 p35 inh: CDK5/p35 (human) kinase inhibition. Q00535+Q15078. Recombinant CDK5/p35, ADP-Glo luminescence, 60 min. inhibition, % at 10 µM. 330,000 compounds, 0.01% hits. AID 488839;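 active means highest replicate inhibition of at least 50% and at least 75% of replicates reaching 50%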;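 further: plate controls were DMSO neutral control for no effect and GW8510 at 10 µM for full effect; many of its hits are not listed in these tables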
SUMO Mot1 rescue: inhibitors of SUMOylation pathway: yeast Mot1-301 growth rescue; S. cerevisiae Mot1-301 growth rescue, ATP luminescence, 38.5C; percent above DMSO median, 100 means doubled; growth rescue, % at 18.8 µM; 320,000 compounds, 1% hits;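 active means every valid replicate shows activation above 250% relative to neutral control wells; inactive means the rest, any valid replicate at or below 250%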;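 further: OY570 slx delta 5 strain wells were the positive control but not used for scaling; some compounds called inactive have numbers as strong as hits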
dFosB act: enhances mouse delta FosB homodimer DNA binding; P13346; purified delta FosB, TAMRA-CDK5 oligo fluorescence polarization; percent of positive-control signal above neutral wells; activation, % at 25 µM; 340,000 compounds, 0.99% hits; AID 493131;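 active means mean activation above about 17%, with every replicate also reaching it, limit read from the data, passing the limit was not always enough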;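 further: fluorescence polarization rise as delta FosB binds a TAMRA Cdk5 AP-1 oligo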
Rtt109 Vps75: inhibitors of Candida albicans Rtt109/Vps75 histone acetyltransferase; Q5AAJ8; AID 540336; 330,000 compounds, 0.16% hits; purified Rtt109/Vps75, ThioGlo CoA-SH fluorescence, 4 h; inhibition, % at 34.9 µM;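 active means inhibition of at least 50% in every replicate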
Target sequence (Q5AAJ8 whole entry, looked up): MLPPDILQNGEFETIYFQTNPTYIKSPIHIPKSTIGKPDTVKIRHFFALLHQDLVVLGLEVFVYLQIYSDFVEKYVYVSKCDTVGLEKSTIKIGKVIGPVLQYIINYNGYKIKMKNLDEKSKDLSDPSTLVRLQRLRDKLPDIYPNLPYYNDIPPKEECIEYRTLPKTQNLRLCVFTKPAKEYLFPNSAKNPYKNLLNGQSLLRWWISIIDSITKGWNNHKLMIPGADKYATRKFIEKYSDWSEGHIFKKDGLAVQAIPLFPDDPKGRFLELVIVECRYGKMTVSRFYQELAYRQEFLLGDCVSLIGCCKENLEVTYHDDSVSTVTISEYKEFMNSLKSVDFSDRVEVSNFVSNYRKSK
Keap1 Nrf2 FP: inhibitors of human Keap1-Nrf2 protein-protein interaction. Keap1 Kelch-Nrf2 peptide fluorescence polarization, 1536-well. inhibition, % at 9.4 µM. 340,000 compounds, 0.15% hits. AID 504523; in the data active means inhibition above about 12%;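 further: human Keap1 Kelch domain with fluorescein labeled Nrf2 9mer peptide probe; 0% = neutral control wells and 100% = peptide positive control; higher means more block of Keap1 binding to Nrf2 peptide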
Target sequence (Q14145 whole entry, looked up, the tested form may be a part): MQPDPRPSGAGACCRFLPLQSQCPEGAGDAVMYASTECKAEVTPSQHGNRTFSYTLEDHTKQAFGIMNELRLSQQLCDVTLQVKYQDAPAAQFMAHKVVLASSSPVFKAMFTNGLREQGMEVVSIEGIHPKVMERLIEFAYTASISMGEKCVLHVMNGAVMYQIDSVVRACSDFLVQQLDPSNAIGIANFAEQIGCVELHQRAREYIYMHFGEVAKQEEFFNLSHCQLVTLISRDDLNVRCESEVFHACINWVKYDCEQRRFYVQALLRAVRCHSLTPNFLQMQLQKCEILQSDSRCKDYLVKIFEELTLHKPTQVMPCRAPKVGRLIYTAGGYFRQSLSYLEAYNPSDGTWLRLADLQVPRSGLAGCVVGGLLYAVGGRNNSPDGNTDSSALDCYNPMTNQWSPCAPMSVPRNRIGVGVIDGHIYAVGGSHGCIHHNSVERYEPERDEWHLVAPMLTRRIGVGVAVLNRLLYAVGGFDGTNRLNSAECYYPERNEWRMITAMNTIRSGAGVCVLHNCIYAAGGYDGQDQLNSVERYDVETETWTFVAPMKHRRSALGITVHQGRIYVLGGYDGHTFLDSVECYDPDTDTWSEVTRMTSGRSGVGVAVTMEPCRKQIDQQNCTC
PvdQ acylase: blocks Pseudomonas aeruginosa PvdQ acylase activity | purified PvdQ acylase, fluorescence plate reader | inhibition, % at 10 µM | 340,000 compounds, 0.063% hits | AID 488965; in the data active means inhibition above about 30%, passing the limit was not always enough;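 further: 0% = vehicle neutral wells and 100% = reference inhibitor wells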
NSD2 inh: blocks human histone methyltransferase NSD2. 310,000 compounds, 0.54% hits. AID 743445. inhibition, % at 12.5 µM. NSD2 peptide methylation, AlphaScreen, 120 min. O96028; in the data active means inhibition above about 50%
PfHsp90 set2: growth inhibition of yeast expressing Plasmodium Hsp90; 310,000 compounds, 0.32% hits; S. cerevisiae expressing PfHsp90, BacTiter-Glo ATP, 48 h; yeast lacking PDR1 and PDR3 efflux regulators; inhibition, % at 9.4 µM;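 active means every replicate shows inhibition above about 80%, whatever the replicate mean, limit read from the data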;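 further: 0% = DMSO neutral controls and 100% = 20 µM radicicol positive controls; yeast relying on Plasmodium falciparum Hsp90 in place of its own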
Starred values were filed as active, the others as inactive; x = no result given.

compound	RTF Ca sens inh	CDK5 p35 inh	Keap1 Nrf2 FP	SUMO Mot1 rescue	LANA DNA inh	dFosB act	Rtt109 Vps75	NSD2 inh	cardiac RTF act	PfHsp90 set2	PvdQ acylase
CS(=O)(=O)N(CC(=O)Nc1ccc(F)cc1F)c1cccc([N+](=O)[O-])c1	-1	-1.7	-2	-13	0.5	0	6	1	-1	-11	-10
CCCCc1cc(=O)oc2c(C)c(OCC(=O)N3CCC(C(N)=O)CC3)ccc12	1	-3.0	-3	-10	0.4	-5	8	x	5	-1	-13
Cc1cccc(NC(=O)c2onc3c2CCCC3)c1C	-5	-0.1	3	5	1.8	4	0	-3	-2	-21	8
Cc1n[nH]c(=S)n1/N=C/c1ccccc1OCc1ccc(Cl)cc1	3	0.0	3	28	-1.4	-1	2	-6	-7	-23	-8
CCOCCCn1c(SCC(=O)Nc2oc(C)c3c(C)n[nH]c(=O)c23)nc2ccccc2c1=O	-2	-9.1	-5	x	0.2	-14	-1	1	-3	-12	-24
OCCN1CCN(c2nc(-c3ccccc3)c3cc(Cl)ccc3n2)CC1	2	-0.1	0	5	-0.3	7	-18	-2	3	9	1
CCSc1oc(-c2ccco2)nc1S(=O)(=O)c1ccc(F)cc1	5	-1.4	3	1	0.8	-8	9	x	1	-23	-7
CCOc1ncccc1C(=O)N1CCN(S(=O)(=O)c2ccc(Br)cc2Cl)CC1	-9	-2.0	-5	-14	-0.8	-4	-6	-1	6	-42	-23
CN(CCC#N)C(=O)COC(=O)c1ccc2c(=O)n3c(nc2c1)CCC3	3	2.2	x	21	x	1	-4	33	5	-7	2
Cn1c(N)c(C(=O)COC(=O)/C=C/c2ccc(Cl)c(Cl)c2)c(=O)n(C)c1=O	-3	-3.9	2	-4	1.0	-31	5	-2	1	9	-11
CCN(c1ccccc1)S(=O)(=O)c1cnc[nH]1	1	-0.5	-8	2	-0.1	-6	-9	2	8	-4	-3
CC(C)C[C@@H](CNCC(=O)[C@H](C)NC(=O)c1[nH]cnc1C(=O)N[C@@H](C)CN)NC(=O)c1nc[nH]c1C(=O)N[C@@H](C)C(=O)O	-3	2.2	-2	x	1.6	-10	0	x	1	-36	-9
Cc1cc(NC(=O)c2cccc(S(=O)(=O)N3CCOCC3)c2)no1	-5	0.3	-6	x	-3.8	-2	0	1	0	4	-16
CCN(CC(=O)Nc1cccc(OC)c1)c1ncnc2sc(C)c(C)c12	15	-1.1	0	17	-0.6	2	5	3	-3	0	4
COc1cc(/C=C2\C(=N)N3N=C(S(C)(=O)=O)SC3=NC2=O)cc(OC)c1OCCOc1ccccc1C	-7	1.0	2	6	5.2	-10	15	22	9	5	-8

The final two entries of the section above lead into the next.
compound	RTF Ca sens inh	CDK5 p35 inh	Keap1 Nrf2 FP	SUMO Mot1 rescue	LANA DNA inh	dFosB act	Rtt109 Vps75	NSD2 inh	cardiac RTF act	PfHsp90 set2	PvdQ acylase
CCN(CC(=O)Nc1cccc(OC)c1)c1ncnc2sc(C)c(C)c12	15	-1.1	0	17	-0.6	2	5	3	-3	0	4
COc1cc(/C=C2\C(=N)N3N=C(S(C)(=O)=O)SC3=NC2=O)cc(OC)c1OCCOc1ccccc1C	-7	1.0	2	6	5.2	-10	15	22	9	5	-8
CNC(=O)CN(c1ccc(F)cc1)S(=O)(=O)c1cc(C)ccc1OC	4	-1.4	2	9	-1.2	-1	-11	-5	-3	x	-1
Cn1c2ccccc2c(=O)c2c(=O)n(-c3ccc(F)cc3)c(C3CCCCC3)nc21	-2	-1.8	-4	x	-1.3	-8	2	1	3	5	-11
COc1cccc(N2CC(C(=O)N3CCC4(CC3)CC(=O)c3ccccc3O4)CC2=O)c1 (configuration not stated)	-4	-1.3	6	0	0.5	-1	2	1	-4	9	5
NS(=O)(=O)c1ccc(NC(=O)COC(=O)c2cc([N+](=O)[O-])ccc2Cl)cc1	-4	1.3	-2	129	-0.1	3	0	1	5	32	-8
COC(=O)C(C)Sc1nc(NCc2ccccc2)nc(N(C)C)n1 (configuration not stated)	7	-0.3	0	25	-0.8	-7	8	-2	6	-11	7
Cc1ccccc1OCCn1c(CCNC(=O)C(C)C)nc2ccccc21	-5	-0.1	-3	-10	0.6	-1	-10	-2	4	19	-17
O=C(c1ccc2c(=O)n3c(nc2c1)CCCCC3)N1CCCCC1	-5	-0.4	-1	2	-0.5	-1	-1	0	-5	-9	-7
Cc1ccc(-c2nnn(CC(=O)N(CC3CCCO3)C(C(=O)NC3CCCC3)c3ccc(O)cc3)n2)o1 (configuration not stated)	7	5.8	2	3	1.5	0	18	2	-1	-15	6
COc1ccc(C(=O)NC2CCN(S(=O)(=O)c3ccc(F)cc3)CC2)cc1	-5	-0.1	0	2	0.4	1	0	-5	-2	6	-6
O=C(NNC(=S)Nc1ccccc1)c1cccc(Br)c1	-7	1.3	-4	-1	0.1	3	x	6	6	-3	-14
COc1cc(Cl)c(C)cc1NC(=O)c1ccc(S(C)(=O)=O)cc1	-5	0.2	-2	10	0.1	-4	6	-2	0	-20	9
COc1ccc(NC(=O)CN(C)S(=O)(=O)c2ccccc2)c([N+](=O)[O-])c1	-7	1.3	-27	15	3.5	4	-5	-1	0	x	-1
COc1ccc(Nc2nc(NC(C)(C)C)nc(N3CCOCC3)n2)c(OC)c1	6	-1.7	-5	97	-1.4	-7	x	7	-4	1	6
O=C(Nc1ccncc1)c1sc2ccccc2c1Cl	-5	1.1	3	2	-2.2	-24	2	-1	0	0	-1
COc1nn(CC(=O)N2N=C(C)CC2(O)C(F)F)cc1[N+](=O)[O-] (configuration not stated)	3	0.0	-2	126	-2.0	-1	-3	0	-2	-9	5
C(=C\c1ccccc1)/C=N/Nc1nc(N2CCOCC2)nc(N2CCOCC2)n1	-9	1.6	-7	28	-1.4	-7	1	-2	-1	28	-9
Cc1ccc2nc(N(CCCN(C)C)C(=O)c3ccc(S(=O)(=O)N4CCCCCC4)cc3)sc2c1	1	-0.9	-3	-16	0.5	-9	31	17	1	1	-14
CC1=CC(C)(C)NC(=S)N1C(C)c1ccccc1 (configuration not stated)	0	-0.3	-5	-18	-3.3	-2	5	4	2	-22	-10
O=C(Nc1ccc(C(=O)O)cc1)Nc1ccc([N+](=O)[O-])cc1	-6	0.3	3	-3	2.5	-2	-2	-1	-2	-24	1
O=C(Nc1nnc(CCS(=O)(=O)c2ccc3ccccc3c2)s1)c1cccs1	-3	-1.2	-2	24	-5.2	-18	-2	-3	-2	2	-7
Cn1c(N/N=C\c2cccc(O)c2)cc(=O)n(C)c1=O	2	-1.0	2	2	0.2	0	6	5	5	0	0
Cc1cc(C)cc(NC(=S)NC2CC3CCC(C2)N3Cc2ccco2)c1 (configuration not stated)	-12	-1.0	-5	236	-1.3	-6	-7	29	-7	-27	-16
Cc1ccc(C2=Nc3ccccc3NC(C)(c3ccc(C)o3)C2)o1 (configuration not stated)	-9	0.6	1	161	1.3	-13	3	-2	4	-14	-11
Cc1ccc(N2CC(=O)N(NC(=O)c3sc4nc(C)cc(C)c4c3N)CC2=O)cc1	0	-0.1	0	6	-0.2	-10	-30	-2	-2	1	-11
COC(=O)c1c(NC(=O)COC(=O)CNC(=O)C2CCCCC2)sc(C)c1C	-9	-1.8	-5	25	1.6	-1	-12	-5	7	-10	-11
CC(CC(=O)Nc1nccs1)c1ccccc1 (configuration not stated)	-8	1.8	1	-15	1.5	9	2	-2	-5	-8	2
COc1ccc(C(=O)N2CCC(N3CCN(c4ccccc4)CC3)CC2)cc1	4	1.0	-2	8	4.1	-5	5	2	-3	6	-10
COc1ccc(Cl)cc1NC(=O)CN1CCN(S(=O)(=O)N2CCCCC2)CC1	12	0.3	-2	225	0.5	-1	-6	-1	-10	-18	-8
COc1ccc(C2C3=C(CC(C)(C)CC3=O)N(CC(=O)O)C3=C2C(=O)CC(C)(C)C3)cc1OC	-8	0.5	-5	-2	0.1	-6	0	0	-4	6	-15
O=C(NC1CCCCCCC1)c1ccc(Br)o1	-13	-2.6	-6	21	3.2	10	1	-1	1	-13	-18
CCC(=O)N1CCc2cc(S(=O)(=O)NC(Cc3ccccc3)C(=O)NC3CCCCC3)ccc21 (configuration not stated)	13	0.7	-3	x	3.7	-6	-7	-5	0	-35	-11
Cc1nc(-c2ccccc2)sc1C1(C)CC(c2ccc([N+](=O)[O-])cc2)=NO1 (configuration not stated)	-21	1.4	4	11	1.1	0	4	x	-3	3	5
O=C1OCCN1CCNCc1cn(-c2ccc(F)cc2)nc1-c1ccccc1Cl	-1	2.0	-1	7	0.6	1	5	0	-1	x	-18
O=C(NCc1cccnc1)c1ccc(-c2ccccc2[N+](=O)[O-])o1	-9	4.1	-4	1	2.4	-10	-2	1	11	24	-10
Cc1[nH]c(=O)[nH]c(=O)c1NS(=O)(=O)c1ccccc1	3	-0.3	-3	-4	-0.2	2	11	-2	1	35	-12
C=CCOc1cccc(CNn2cn[nH]c2=S)c1	-7	1.2	0	-6	1.9	-3	8	-9	3	-6	9
Oc1cccc(CN2CCCCC2)c1	-10	0.1	6	3	-0.4	2	1	27	3	14	-3
CSc1nnc(Cn2c(=O)sc3ccccc32)n1-c1ccccc1C	-2	2.6	1	33	-2.7	9	9	x	-12	23	8
